Screening results as filed in PubChem BioAssay.
A-T KAP1 phos = qHTS Assay for Identifying a Potential Treatment of Ataxia-Telangiectasia; […] A-T fibroblasts, KAP-1 phosphorylation AlphaLISA; neocarzinostatin DNA damage 30 min before lysis; Potency, µM (highest dose often 57.5 µM), for the others: at the top dose activation, usual class: activators; 0.19% of 320,000 active; AID 485349, 2010; further: potency means the concentration at half of the fitted maximal effect; % of control where 0% means no effect; nearly all actives have a fitted effect of over 45% in size
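ATM-like activity read as KAP-1 phosphorylation via AlphaLISA donor/acceptor antibody pairs after lysis and 6 hr at 25C. Cells were ATM-null patient fibroblasts ([…], hTERT), dosed 60 min, then exposed to the DSB inducer NCS for 30 min.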
BCR signal inh = qHTS Assay to Find Inhibitors of Chronic Active B-Cell Receptor Signaling; ABC-DLBCL IkBa-CBG/CBR reporter, luminescence ratio, 4 h; Potency, µM (doses to about 46.1 µM), for inactives: at the top dose ratio change, negative = lower green/red ratio, hits mostly inhibitors; 0.05% of 340,000 active; AID 493014, 2011; active means well fitted inhibition curve with a large enough effect in the signal ratio, with a control signal flat, not every such curve was filed as active; inconclusive means small, poorly fitted or top-dose-only effect, or effect the other way, or a change in a side signal; the % refers to the signal ratio;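 further: potency means the concentration at half of the fitted maximal effect; plate controls were basal doxycycline-induced cells for no effect and cells given 10 µM MG132 for full effect; MG132 reads +100%, hits lower the ratio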
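Concentration-response series (up to 46 uM) were applied to TMD8 dual-reporter cells for 4 h at 37C with doxycycline. Green/red ratio, after filter-overlap correction, defined %Activity; red signal alone was normalised to basal cells and zero luminescence.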
Eya2 phos inh = qHTS Assay for Inhibitors of the Phosphatase Activity of Eya2; 0.006% of 330,000 active; recombinant Eya2, OMFP fluorescence dephosphorylation (OMFP is methylfluorescein phosphate); AID 488837, 2010; Potency, µM (series often up to 76.9 µM), for inactives: at the top dose activity, negative = inhibition, hits mostly inhibitors; further: potency means the concentration at half of the fitted maximal effect; on the % scale 0 is the no-effect control and ±100 the full control effect
Target sequence (O00167 whole entry, looked up): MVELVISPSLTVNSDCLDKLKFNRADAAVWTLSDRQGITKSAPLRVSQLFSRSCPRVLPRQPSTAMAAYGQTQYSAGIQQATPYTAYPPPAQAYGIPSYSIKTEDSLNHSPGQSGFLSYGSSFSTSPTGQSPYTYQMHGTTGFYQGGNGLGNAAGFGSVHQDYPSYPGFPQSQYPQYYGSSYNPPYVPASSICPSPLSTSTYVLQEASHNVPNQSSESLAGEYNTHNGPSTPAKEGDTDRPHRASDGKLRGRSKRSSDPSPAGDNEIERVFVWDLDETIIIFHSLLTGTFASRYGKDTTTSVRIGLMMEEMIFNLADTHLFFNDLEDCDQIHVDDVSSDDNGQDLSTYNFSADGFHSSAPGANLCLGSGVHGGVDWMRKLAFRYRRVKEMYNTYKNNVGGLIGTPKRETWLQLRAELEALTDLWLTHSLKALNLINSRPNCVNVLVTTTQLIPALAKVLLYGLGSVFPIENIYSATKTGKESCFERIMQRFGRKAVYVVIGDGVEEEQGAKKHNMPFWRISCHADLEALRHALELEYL
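Eya2 protein (added as 0.2 uM solution) was preincubated with compound for 10 min at ambient temperature in 50 mM HEPES pH 7.5, 50 mM NaCl, 5 uM MgCl2, 0.05% BSA, 1 mM DTT. OMFP (added at 50 uM) then reacted 10 min; fluorescence read at 485/525 nm.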
PTAP TSG101 blk = qHTS Assay for Iinhibitors of HIV-1 Budding by Blocking the Interaction of PTAP/TSG101 | Fluorescence polarization, FITC-PTAP peptide / Tsg101 binding | Tumor susceptibility gene 101 protein (Homo sapiens), Q99816 | Potency, µM (series often up to 115 µM), for inactives: at the highest dose activity change, negative = inhibition, hits mostly inhibitors | AID 493005, 2010 | 340,000 tested, under 10 active; active means well fitted inhibition curve with a large enough effect in the main read-out, with a control signal flat, not every such curve was filed as active; inconclusive means small, poorly fitted or top-dose-only effect, or effect the other way, or a change in a side signal; inactive means no such curve, though single readings can be large or run the other way; further: potency means the concentration at half of the fitted maximal effect; % of control where 0% means no effect
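Compounds were pin-transferred onto Tsg101 binding domain (10 uM final) in HEPES pH 7.5 buffer, then FITC-PTAP peptide was added at 50 nM final. After 20 min at RT, polarization reported peptide displacement across a qHTS concentration series.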
ELG1 repair inh = qHTS screen for small molecules that inhibit ELG1-dependent DNA repair in human embryonic kidney (HEK293T) cells expressing luciferase-tagged ELG1; HEK293T ELG1-luciferase reporter, luminescence, 16 h; DNA damage induced by 5-fluorouridine; Potency, µM (titrated, usually from 46.1 µM), without a hit: top-dose activity change, negative = inhibition, actives largely listed as inhibitors; 2.3% of 330,000 active; further: potency means the concentration at half of the fitted maximal effect; on the % scale 0 is the no-effect control and ±100 the full control effect; nearly all actives have a fitted effect of over 55% in size
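HEK293T cells expressing luciferase-tagged ELG1 (2,000/well) received 5-Fluorouridine plus compound or DMSO for 16 hr at 37 °C. Luciferase was read by ONE-Glo luminescence after 30 min at room temperature.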
ASM inhibitor = Inhibitors of Secretory Acid Sphingomyelinase (S-ASM): qHTS. Sphingomyelin phosphodiesterase (Homo sapiens), P17405. placental ASM, HMU-PC fluorogenic substrate, 60 min. Potency, µM (top dose mostly 57.5 µM), inactives show top-dose activity change, negative = inhibition, usual class: inhibitors. 0.006% of 340,000 active. AID 504937, 2011; further: potency means the concentration at half of the fitted maximal effect
Target sequence (P17405 47-631 limits assumed): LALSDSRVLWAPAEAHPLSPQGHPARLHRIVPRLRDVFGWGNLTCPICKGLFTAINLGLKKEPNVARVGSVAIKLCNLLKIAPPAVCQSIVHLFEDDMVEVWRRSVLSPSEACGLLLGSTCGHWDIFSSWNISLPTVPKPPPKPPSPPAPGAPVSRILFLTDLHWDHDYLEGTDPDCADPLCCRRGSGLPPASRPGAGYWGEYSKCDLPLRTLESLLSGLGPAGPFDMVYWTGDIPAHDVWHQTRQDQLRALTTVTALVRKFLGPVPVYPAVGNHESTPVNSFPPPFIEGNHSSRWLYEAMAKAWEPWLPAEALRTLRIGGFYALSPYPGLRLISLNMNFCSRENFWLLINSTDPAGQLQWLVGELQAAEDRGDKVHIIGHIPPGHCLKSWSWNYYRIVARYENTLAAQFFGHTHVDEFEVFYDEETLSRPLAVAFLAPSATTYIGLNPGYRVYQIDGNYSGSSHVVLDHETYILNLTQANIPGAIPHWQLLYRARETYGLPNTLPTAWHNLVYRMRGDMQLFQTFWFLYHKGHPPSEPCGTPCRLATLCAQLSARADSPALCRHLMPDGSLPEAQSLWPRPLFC
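Human placenta-derived ASM preincubated with compound 10 min at room temperature, then reacted with 9 uM (final) fluorogenic HMU-PC substrate for 60 min at 37 C. Stop solution raises pH to 10; fluorescence read at Ex 386/Em 447 nm.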
TCR activator = Activators of T cell receptors: qHTS campaign | primary human leukocytes, anti-CD3, IL-2 HTRF, 48 h | Potency, µM (series often up to 9.22 µM), inactives show at the highest dose activation of IL-2 secretion, most hits filed as activators | 330,000 tested, under 10 active; further: % of control where 0% means no effect
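IL-2 release read by HTRF sandwich (Eu cryptate donor, d2 acceptor, 665 nm emission) after 48 hr exposure of primary human leukocytes to compound together with anti-CD3 beads in the absence of co-stimulatory signals.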
TSHR antag = Antagonists of the Thyroid Stimulating Hormone Receptor: HTS campaign; TSHR-expressing cells, TSH-stimulated cAMP HTRF, 2 h; active compounds read low; Thyrotropin receptor (Homo sapiens), P16473; 0.2% of 330,000 active; activity change, negative = inhibition, % at 11.5 µM;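 active means activity change below a set negative limit, meaning inhibition stronger than a set level, cut at about -70% in these data; inconclusive means activity change between two set negative limits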; further: on the % scale 0 is the no-effect control and ±100 the full control effect
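Read-out is FRET at 665 nm (cryptate excitation 337 nm) from a cryptate-tagged anti-cAMP antibody, competed by cell cAMP against cAMP-d2. Compounds are tested on freshly harvested TSHR cells challenged with 4nM TSH (EC80) for 2 hours at 37 deg C.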
Tb PFK block = qHTS Assay to Find Inhibitors of T. brucei phosphofructokinase | ATP-dependent 6-phosphofructokinase (Trypanosoma brucei brucei), O15648 | T. brucei PFK, ADP-Glo luminescence | Potency, µM (highest dose often 57.5 µM), without a hit: top-dose activity, negative = inhibition, hits mostly inhibitors | 0.17% of 330,000 active | AID 485367, 2010;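 further: potency means the concentration at half of the fitted maximal effect; 0% = uninhibited 1x PFK enzyme wells and -100% = no-enzyme wells; nearly all actives have a fitted effect of over 60% in size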
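1.25 nM PFK with 0.5 mM F6P and 0.1 mM ATP in 0.1 M TEA pH 8.0, 5 mM MgCl2, incubated 45 min at room temperature; ADP measured by ADP-Glo luminescence; compounds titrated up to 57 uM.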
Integrin act MD = qHTS for Activators of Integrin-Mediated Alleviation for Muscular Dystrophy | alpha7betagal myoblasts, beta-gal FDG fluorescence, 48 h | 0.064% of 350,000 active | Potency, µM (titrated, usually from 38.3 µM), without a hit: top-dose activation, usual class: activators | AID 624291, 2012;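 further: potency means the concentration at half of the fitted maximal effect; 100% = response of the positive control SU9516; nearly all actives have a fitted effect of over 60% in size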
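alpha7betagal+/- myoblasts (passage 13, 250/well) treated 48 h at 37C with compounds at 1:260 dilution of DMSO stock. Lysed, then beta-galactosidase activity read as FDG fluorescence (ex 480/em 540) after 30 min, with pre-read for autofluorescence.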
Mito fusion act = qHTS Assay for Small Molecule Inhibitors of Mitochondrial Division or Activators of Mitochondrial Fusion; S. cerevisiae fusion-defective mutant growth rescue, CellTiterGlo 48 h; Potency, µM (doses to about 46.1 µM), without a hit: at the top dose growth rescue (activation), most hits filed as activators; 0.23% of 320,000 active;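 further: potency means the concentration at half of the fitted maximal effect; % of control where 0% means no effect; nearly all actives have a fitted effect of over 45% in size; temperature-sensitive fusion mutants such as fzo1-1 at 37 °C on non-fermentable ethanol glycerol medium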
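Luminescent cell viability in 1536-well qHTS format served as the measure of rescued growth in ts fusion-mutant S. cerevisiae cultured on non-fermentable YPEG for 48 hours at 37C.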
The depositor's hits bear a star; ? = inconclusive; nt = not tested or not shown; [ ] = another dose, or the depositor's remark. Unless noted, the call rests on the fitted dose curve; in most records, active means well fitted curve in the direction sought with a large enough effect; inconclusive means small, poorly fitted or top-dose-only effect, or another doubt; inactive means no such curve, though single readings can be large; an effect the other way counts as inactive or inconclusive. Rows are unselected; any-hit rate near 3.2%.

SMILES	A-T KAP1 phos	BCR signal inh	Eya2 phos inh	PTAP TSG101 blk	ELG1 repair inh	ASM inhibitor	TCR activator	TSHR antag	Tb PFK block	Integrin act MD	Mito fusion act
COc1ccc(NC(=O)NNC(=O)C(C)Oc2ccc3ccccc3c2)cc1 (stereo not given)	0%	9%	-15%	-2%	-13%	-1%	3%	1	2%	3%	0%
O=S(=O)(c1ccc(Br)cc1)c1cnc2ccccc2n1	-3%	?	3%	-1%	?	-2%	7%	14	0%	-65%[inhibitor]	-1%
CCCCC(c1nnnn1CC1CCCO1)N1CCN(c2ccccc2)CC1 (stereo not given)	4%	-1%	-1%	0%	-9%	-3%	2%	-13	3%	2%	6%
CC(C)(C)c1cc(NC(=O)c2c(F)cccc2Cl)n(-c2ccccc2)n1	8%	-1%	1%	-2%	0%	-8%	-2%	-13	-5%	10%	18%
CCOCCCN(C(=O)Nc1ccc(CC)cc1)C1CCN(C(C)=O)CC1	-6%	10%	-21%	-2%	-15%	-1%	0%	-1	-7%	-13%	1%
Cc1cc(C)cc(OCC(=O)Nc2ccc(CN3CCCCC3)cc2)c1	-4%	-5%	0%	-10%	1%	0%	-2%	6	-2%	20%	-5%
Cc1ccccc1NC(=O)CSc1nc2ccc(Nc3nc(N4CCOCC4)nc(N4CCOCC4)n3)cc2s1	1%	-7%	-3%	nt	1.3µM*	-2%	18%	-6	1%	-12%	-5%
CCc1n(CC(O)COCc2ccccc2)c2ccccc2[n+]1C (stereo not given)	0%	-8%	3%	-1%	1%	2%	-8%	5	-6%	9%	24%
Cc1cc2c(cc1S(=O)(=O)Nc1ccc(F)cc1)n(C)c(=O)c(=O)n2C	6%	-4%	14%	12%	4%	0%	8%	3	2%	2%	2%
O=C(CN1C(=O)NC2(CCCC2)C1=O)NCCN1C(=O)S/C(=C\c2ccccc2F)C1=O	21%	-14%	0%	-1%	-17%	1%	nt	5	0%	-24%	1%
Cc1nc2c(sc3nc4c(cc32)COC(C)(C)C4)c(=O)o1	10%	7%	6%	-3%	1%	2%	1%	-3	-1%	-6%	-3%
CC(C)Sc1nc(N)c2c3c(sc2n1)CN(C)CC3	0%	0%	8%	-1%	?	111%[activator]	-25%	10	-12%	-9%	0%
CCCCOc1cccc(C(=O)N(Cc2ccccc2)C2CCS(=O)(=O)C2)c1 (stereo not given)	11%	5%	-8%	-8%	-12%	1%	8%	-2	1%	3%	8%
COc1ccc(-n2nc(C(=O)NCC(=O)Nc3cc(OC)ccc3OC)c3ccccc3c2=O)cc1	-1%	1%	-11%	0%	13µM*	-10%	0%	9	-2%	-125%[inhibitor]	-3%
COc1cccc(OC)c1C(=O)n1nc(C)cc1C	4%	4%	0%	-6%	6%	1%	2%	3	1%	10%	-4%
Nc1c(Cl)ncnc1N1CCCC1	2%	3%	-3%	-1%	10%	1%	7%	-3	0%	-16%	-1%
CC1CCCN(c2ccc(F)cc2N)C1 (stereo not given)	-1%	20%	6%	1%	11%	-4%	5%	0	-3%	-47%[inhibitor]	-10%
CN(C)CCNC(=O)C(=O)Nc1ccc2c(c1)N(S(=O)(=O)c1cccs1)CCC2	2%	?	15%	-10%	?	2%	0%	3	-4%	-27%	-4%
Cc1ccccc1Nc1n[nH]c(C)c1[N+](=O)[O-]	-2%	2%	-8%	0%	29%	-5%	-2%	3	-4%	-11%	5%
CCCOC1CCCN(C(=O)c2cc(COc3ccc(-n4cncn4)cc3)on2)C1 (stereo not given)	9%	-5%	17%	-5%	?	-1%	3%	12	-1%	-30%	-5%
O=C(N/N=C/c1ccc([N+](=O)[O-])cc1)c1ccc2nc[nH]c2c1	4%	5%	-24%	-5%	?	-4%	2%	0	-14%	-14%	4%
Cn1cccc1Cc1nnc(SCC(=O)N2CCOCC2)n1CCc1ccccc1	-10%	-10%	-1%	-2%	15%	-2%	3%[46.1 µM]	-1	1%	5%	-7%
Cn1c(=O)n(Cc2ccccc2)c(=O)c2c1nc1n2CCN1Cc1ccco1	-1%	?	0%	-9%	-7%	3%	1%	-6	6%	0%	-6%
C=CCNC(=S)NN(c1ccccc1)c1ccccc1	1%	1%	12%	-2%	-13%	5%	3%	-8	-2%	4%	-12%
Cc1c(C(=O)NCCSCc2ccccc2)cccc1[N+](=O)[O-]	-1%	10%	-2%	-4%	6%	-2%	0%	-8	-4%	18%	4%
O=C(Nc1nc(-c2ccccc2)nc2ccccc12)c1ccc(F)cc1	-2%	0%	16%	1%	?	21%	0%	-8	0%	-42%	4%
CCCCCN(C(=O)CCC(=O)OCc1ccccc1C(F)(F)F)c1c(N)n(CCCC)c(=O)[nH]c1=O	5%	0%	-7%	2%	-26%	-1%	-6%	-15	0%	-6%	-1%
Cc1cccc(NC(=O)c2nc[nH]c2C(=O)N(C)Cc2ccccc2)c1	3%	-8%	-4%	-10%	?	1%	-6%	-20	1%	-40%	12%
Nc1nnn(CC(=O)N/N=C/c2cccc(Cl)c2)n1	46%	?	-29%	-1%	12%	-2%	1%	4	-29%	31%	-2%
COc1ccc(/C=C/C(=O)N2CCNC(=O)C2)c(OC)c1	0%	?	-3%	-6%	?	1%	-4%	6	0%	-20%	3%
CC1CCCCC12NC(=O)N(CC(=O)Nc1ccc(N3CCOCC3)cc1)C2=O (stereo not given)	6%	5%	2%	0%	9%	2%	-1%[46.1 µM]	-3	9%	10%	0%
O=C(O)c1cc(S(=O)(=O)Nc2ccc3oc(=O)sc3c2)ccc1O	1%	7%	6%	0%	1%	29%	-3%	-9	-27%	7%	2%
O=C(Nc1ccc(Cl)cc1C(=O)Nc1ccccn1)c1ccco1	1%	-1%	3%	-4%	?	-2%	0%	-8	24%	-2%	?
Cc1c(C(=O)OCC(=O)N(CCC#N)c2ccccc2)oc2c1ccc1ccccc12	1%	23%	14%	2%	?	-4%	-7%	-7	-2%	-10%	8%
COc1ccccc1C(=O)N/C(=C/c1ccc(Br)cc1)C(=O)NCCO	5%	-1%	-4%	-6%	-6%	2%	-1%	-1	6%	18%	1%
COC(=O)C(NC(=O)c1c(C)nn(C)c1Cl)c1ccccc1 (stereo not given)	-10%	4%	8%	1%	7%	-1%	nt	4	-6%	10%	0%
COc1ccc(NC(=O)c2ccc(NC(=O)COC(=O)c3cnc(C)cn3)cc2)cc1	-1%	-10%	-6%	-1%	?	-2%	4%	-1	-8%	13%	-1%
CC(=O)c1ccc(NC(=S)NC(=O)CC(C)C)cc1	2%	-1%	-7%	-3%	?	-2%	1%[46.1 µM]	-3	-4%	-4%	-7%
COCCN(Cc1ccccc1)C(=O)C1CCN(S(=O)(=O)c2ccc3c(c2)OCCO3)CC1	-5%	-4%	3%	-9%	-1%	6%	nt	4	3%	-28%	-3%
CCOC(=O)N/N=C/c1ccc(OCCSc2ccc(Cl)cc2)c(OCC)c1	8%	4%	-1%	-1%	?	-3%	-1%[46.1 µM]	7	-3%	-19%	35µM*
COc1cc(/C=N/Nc2nc3ccccc3[nH]2)cc(OC)c1O	-6%	?	2%	1%	2%	78%[activator]	1%[46.1 µM]	8	-2%	-17%	-7%
O=C(COc1ccc(S(=O)(=O)N2CCOCC2)cc1)Nc1ccccc1Cl	-4%	-5%	0%	1%	12%	-3%	0%	-1	0%	-14%	6%
